High-throughput results as filed in PubChem BioAssay.
PKA-R1A act – activators of PKA-R1A complex | PKA-R1A dissociation, Cy5-IP20 fluorescence polarization; scaled: DMSO 0%, 113 µM cGMP 100% | P00514+P68181 | actives 0.083% (n = 340,000) | activation, % at 11.4 µM;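 active means percent activation above the mean of all tested compounds plus 3 SD, cut at about 19% in these data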;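 further: higher means more PKAc released from R1A so a rise in polarization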
SUMO Mot1 rescue – blocks SUMOylation pathway, rescuing yeast Mot1-301 growth | S. cerevisiae Mot1-301 growth rescue, ATP luminescence, 38.5C; percent above DMSO median, 100 means doubled | growth rescue, % at 18.8 µM | actives 1% (n = 320,000) | AID 2716;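 active means every valid replicate shows activation above 250% relative to neutral control wells; inactive means the rest, any valid replicate at or below 250%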;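 further: OY570 slx delta 5 strain wells were the positive control but not used for scaling; some compounds called inactive have numbers as strong as hits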
Tat transport – inhibitors of E. coli Tat protein transport. actives 0.036% (n = 340,000). E. coli MC4100 TorA-mCherry Tat export, fluorescence. inhibition, % at 10 µM;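 active means mean replicate inhibition at least 50% and at least half of replicates individually reaching 50%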;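 further: exported cargo escapes ClpAP degradation while cytoplasmic cargo is degraded and loses fluorescence; 0% = median of neutral control wells and 100% = median of NaSCN control wells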
Arrestin-AP2 inh – human beta-arrestin and AP2 interaction inhibition. FITC-arrestin peptide / GST-AP2 beads, flow cytometry; AP2 beta2 appendage carries R879A mutation. actives 0.31% (n = 340,000). AID 504490. inhibition, % at 10 µM;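 active means inhibition above a set limit, near 3 SD of compounds lacking own fluorescence, cut at about 54% in these data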;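 further: plate controls were DMSO wells for no effect and 5 µM unlabelled arrestin peptide for full effect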
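Assay system: GST-AP2 R879A bound to glutathione beads, E. coli-expressed; Medium: PBS with 0.05% Tween 20 and 0.1% BSA; Also added: fluorescein-tagged arrestin peptide at 50 nM final; Timing: 12 min plus 1 h, RT; Measured by: flow cytometry, FL1 (488/535 nm); Evaluation: percent drop in bead-associated FITC signal.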
phage Ecoli inh – E. coli growth loss with phage present. growth absorbance. inhibition, % at 11.9 µM. actives 0.26% (n = 360,000). AID 651602; in the data active means inhibition above about 11%
E coli growth – bacterial growth inhibition, counter-screen for AddAB inhibitors; E. coli V3065 growth, OD600 absorbance, 18 h; inhibition, % at 11.9 µM; actives 0.27% (n = 330,000); AID 449728;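 active means inhibition above the campaign's mean inhibition across all tested compounds plus 3 SD, cut at about 9.9% in these data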;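 further: uninfected addAB+ strain grown without phage in ampicillin broth; 0% = DMSO wells and 100% = ciprofloxacin 0.95 µg/ml wells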
MOR-DOR ag – OPRM1-OPRD1 heterodimerization agonism; P35372+P41143; cells, luminescence; activation, % at 9.3 µM; actives 0.3% (n = 340,000); in the data active means activation above about 18%;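 further: 0% = vehicle-treated cells and 100% = reference agonist; values of inactives mirror those of a sister screen read the other way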
Target sequence (P35372 whole entry, looked up): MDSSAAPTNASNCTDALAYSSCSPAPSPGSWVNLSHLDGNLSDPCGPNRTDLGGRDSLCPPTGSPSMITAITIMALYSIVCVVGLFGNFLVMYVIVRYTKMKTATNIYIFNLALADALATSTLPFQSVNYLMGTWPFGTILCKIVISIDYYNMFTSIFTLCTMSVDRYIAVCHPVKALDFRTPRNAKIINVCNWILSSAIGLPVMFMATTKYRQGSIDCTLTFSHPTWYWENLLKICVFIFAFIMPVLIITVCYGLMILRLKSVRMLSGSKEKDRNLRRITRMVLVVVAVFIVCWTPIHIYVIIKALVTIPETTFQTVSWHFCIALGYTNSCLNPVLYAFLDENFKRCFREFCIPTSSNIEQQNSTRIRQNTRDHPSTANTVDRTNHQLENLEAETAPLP
Target sequence (P41143 whole entry, looked up): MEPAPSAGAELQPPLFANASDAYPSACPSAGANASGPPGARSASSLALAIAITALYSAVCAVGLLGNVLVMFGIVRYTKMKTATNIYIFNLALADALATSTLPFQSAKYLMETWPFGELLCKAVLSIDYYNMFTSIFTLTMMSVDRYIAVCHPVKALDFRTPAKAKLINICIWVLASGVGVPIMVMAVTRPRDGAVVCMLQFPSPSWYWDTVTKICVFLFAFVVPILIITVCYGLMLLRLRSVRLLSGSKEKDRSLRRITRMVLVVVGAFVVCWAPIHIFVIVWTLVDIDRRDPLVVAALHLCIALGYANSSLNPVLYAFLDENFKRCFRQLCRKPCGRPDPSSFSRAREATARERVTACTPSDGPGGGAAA
OPRM1-OPRD1 inv – inverse agonists of human mu-delta opioid receptor heterodimerization; AID 504357; cell-based MOR-DOR heterodimer luminescence, inverse agonism; P35372+P41143; inhibition, % at 9.3 µM; actives 0.21% (n = 340,000); in the data active means inhibition above about 22%, passing the limit was not always enough;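 further: 0% = cells with DMSO and 100% = wells without cells with DMSO; values of inactives mirror those of a sister screen read the other way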
PfHsp90 yeast 2 – growth inhibition of yeast expressing Plasmodium Hsp90; S. cerevisiae expressing PfHsp90, BacTiter-Glo ATP, 48 h; yeast lacking PDR1 and PDR3 efflux regulators; inhibition, % at 9.4 µM; actives 0.32% (n = 310,000);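 active means every replicate shows inhibition above about 80%, whatever the replicate mean, limit read from the data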;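 further: 0% = DMSO neutral controls and 100% = 20 µM radicicol positive controls; yeast relying on Plasmodium falciparum Hsp90 in place of its own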
Pemphigus Ab inh – inhibitors of pemphigus antibody binding to human desmoglein-3 | DSG3-coupled beads, scFv-anti-DSG3-GFP binding, flow cytometry; stronger effect = lower value | actives 0.48% (n = 310,000) | binding (percent of control), % at 10 µM | P32926;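 active means binding more than 3 SD below its plate's average and above zero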;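 further: hits lower antibody fragment binding to DSG3; some compounds called inactive have numbers as strong as hits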
AddAB inh – less growth of phage-infected E. coli with AddAB; E. coli expressing H. pylori AddAB, absorbance growth; inhibition, % at 11.9 µM; actives 0.29% (n = 330,000); in the data active means inhibition above about 12%;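 further: 0% = vehicle wells of infected cells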
* = called active by the depositor; . = not tested or not shown.

SMILES	PKA-R1A act	SUMO Mot1 rescue	Tat transport	Arrestin-AP2 inh	phage Ecoli inh	E coli growth	MOR-DOR ag	OPRM1-OPRD1 inv	PfHsp90 yeast 2	Pemphigus Ab inh	AddAB inh
NC(=O)c1ccc(NC(=O)COC(=O)/C=C/c2cn(-c3ccccc3)nc2-c2cccnc2)cc1	-11	-4	-10	-19	-0.5	-1.6	1.0	-4	-10	89	5.0
COC(=O)Cc1csc(Nc2ccccc2)n1	-3	-10	-3	-1	0.7	-0.1	-1.7	9	-7	98	3.7
C[C@H](CCCC/C=C/C(=O)O)O[C@@H]1O[C@@H](C)[C@H](O)C[C@H]1O	3	1	-3	8	1.4	2.2	0.8	-5	.	106	1.4
O=C(Nc1ccc(C(F)(F)F)cc1)C1CC(=O)N(c2ccc3c(c2)OCCO3)C1 (stereo unspecified)	-10	10	-2	31	2.7	-1.1	-0.8	4	4	98	0.2
CCN(CC)S(=O)(=O)c1ccc(N2CCOCC2)c(NC(=O)c2cc3ccccc3oc2=O)c1	-6	357	5	-17	0.5	3.3	-2.0	11	10	99	3.0
NNC(=S)Nc1c(F)cc(F)cc1Br	-6	293	-5	2	-3.0	3.7	1.4	-7	0	97	1.8
CC(NC(=O)c1ccc(CS(=O)(=O)c2ccc(Cl)cc2)o1)c1ccc2c(c1)OCCO2 (stereo unspecified)	-12	4	-3	1	0.6	1.4	0.6	-3	-8	101	2.2
Cc1ccc(S(=O)(=O)N2CCN(C(=O)c3c(-c4ccccc4)noc3C)CC2)cc1C	5	-12	0	0	-1.5	-0.8	-1.7	9	-2	.	4.6
CCOc1ccccc1N(C)C(=O)c1cn(C)c(=O)c2ccccc12	-12	164	6	11	1.9	-0.1	-0.4	2	0	104	1.3
CSc1cccc(NS(=O)(=O)c2ccc(C(C)=O)cc2)c1	0	-15	-9	26	4.9	0.2	-2.1	11	13	98	2.0
Cc1ccc(S(=O)(=O)CCC(=O)OC(C)C(=O)Nc2ccc(N3CCOCC3)cc2)cc1 (stereo unspecified)	-3	-1	1	1	-0.1	1.6	-3.3	13	-8	95	0.5
COc1c2ccoc2c(OCC=C(C)C)c2oc(=O)ccc12	2	152	1	3	0.5	-2.6	1.7	-9	-35	99	2.1
O=C(OCc1ccccc1)N1CCCC1/C=C/CN1CCOCC1 (stereo unspecified)	-11	9	9	40	3.9	-1.6	-3.9	19	10	94	2.8
O=[N+]([O-])c1ccccc1SNc1ccc(Br)cn1	-8	.	-7	.	3.6	-1.1	2.7	-19	-30	91	1.2
CC1CC(c2ccccc2)=Nc2ccccc2N1 (stereo unspecified)	-1	7	0	26	1.8	-0.1	-0.9	5	-3	102	0.4
O=C(Nc1ccc2nc3n(c(=O)c2c1)CCCCC3)C(=O)N1CCN(c2ccccc2F)CC1	-2	269	-4	-14	4.2	0.3	-1.0	5	-13	.	2.0
CCOc1cc(-c2nc(-c3ccccc3)c(-c3cc([N+](=O)[O-])ccc3C)[nH]2)ccc1O	-9	9	-5	-6	1.6	-0.2	1.8	-9	-13	92	3.3
O=C1OC(c2ccc(O)cc2)(c2ccccc2O)c2ccccc21 (stereo unspecified)	-2	.	-5	3	2.2	.	-0.6	3	-15	107	.
CCCN(CCC)c1ccc(CC(=O)NC(C)Cc2ccccc2)cc1 (stereo unspecified)	-17	235	4	7	2.5	-2.1	0.6	-3	5	105	-2.0
CCOc1ccc(C(=O)Nc2ncn[nH]2)cc1	-2	4	4	40	0.6	-0.4	-4.1	20	-6	118	-0.8
c1ccc(-c2c[nH]c3[n+]2CCCCC3)cc1	12	-7	-3	8	2.1	1.0	-1.7	10	5	102	3.2
CCC(CC)N1CCN(C(=O)c2cccc(Cl)c2)CC1	-6	40	-2	15	-0.2	0.2	0.2	-1	-12	120	1.2
C/C=C/COC(=O)c1[nH]c2c(c1C)C(=O)CC(c1ccc(N(C)C)cc1)C2 (stereo unspecified)	-4	496	3	-3	1.8	-0.3	0.8	-4	-4	106	4.7
COCCNC(=O)C(=O)Nc1cc2c3c(c1)CC(=O)N3CCC2	6	4	3	3	0.2	1.4	-0.9	5	9	108	3.9
Cc1cc(OCC(=O)Nc2ccc3c(c2)OCCO3)cc(C)c1Cl	-2	34	3	9	0.8	-1.2	2.1	-12	16	69	0.1
More entries follow.
SMILES	PKA-R1A act	SUMO Mot1 rescue	Tat transport	Arrestin-AP2 inh	phage Ecoli inh	E coli growth	MOR-DOR ag	OPRM1-OPRD1 inv	PfHsp90 yeast 2	Pemphigus Ab inh	AddAB inh
COc1ccc2c(c1)C[C@]1(C)c3ccccc3C(=O)N(Cc3ccccc3)[C@H]21	-3	.	6	5	2.5	.	-1.0	6	-6	96	.
CCCc1nc2cc(Cl)c([N+](=O)[O-])cc2o1	-10	-7	-3	-18	1.2	1.4	-0.3	2	.	121	2.8
CCN1CCN(C(=O)C2CCN(C(=O)Nc3ccccc3)CC2)CC1	0	14	-1	-8	0.1	-3.1	-1.3	5	3	.	2.1
O=C(CSc1nccn1-c1cccc(Cl)c1)NO	3	-10	-4	-5	4.5	-0.3	-1.0	5	11	94	4.2
O=C(N/N=C/c1c(O)ccc2ccccc12)c1ccc(Br)o1	-6	-5	-10	2	16*	23*	24*	-139	22	.	21*
C/C=C/C(=O)OCC(=O)Nc1ccc(OC)c(Cl)c1	-5	-6	1	8	0.1	-0.5	-1.5	8	-2	98	-1.2
NC(=O)c1c[nH]c2ccccc12	-5	-7	-11	-3	2.6	0.2	0.2	-1	-20	106	5.2
O=C(O)COc1ccccc1/C=N/NC(=O)CSc1nnc(SCc2ccccc2)s1	-2	9	6	-1	-4.0	-3.0	0.1	-1	20	101	-3.1
O=C(Nc1cccc(C(=O)NC2CCCC2)c1)c1ccccc1	8	-3	1	21	2.2	-0.9	-1.0	5	16	.	-1.3
CC(NC(=O)COC(=O)c1ccc2c(c1)OCO2)c1ccccc1 (stereo unspecified)	-1	5	4	8	2.6	-2.3	-1.1	5	5	105	0.3
CCSc1nnc(CNc2ccc(C)cc2)n1C	-4	14	-5	-8	1.4	0.6	0.4	-3	14	96	1.0
Cc1nn(C(=O)c2cccc([N+](=O)[O-])c2)c(C)c1Sc1ccccc1	-2	-16	-3	4	3.5	2.5	-0.9	5	13	102	2.7
CCC/C(=N\NC(=O)c1csc(C)c1C)c1cccs1	11	20	7	19	0.5	-1.0	-1.4	8	-6	100	0.9
Cc1cnc(C(=O)OCC(=O)c2ccc(F)cc2)cn1	-12	-2	-2	-15	2.6	1.1	-3.5	18	0	97	-0.4
CC(C)(C)CC(=O)N1CCN(c2ccc(S(=O)(=O)N3CCOCC3)cc2[N+](=O)[O-])CC1	-2	-4	-8	20	0.8	-0.9	1.8	-8	0	106	-2.3
Cc1cc(C)n2nc(SCC(=O)c3c(N)n(CC(C)C)c(=O)n(C)c3=O)nc2n1	-4	-22	-6	25	-3.5	2.4	-0.6	3	.	115	2.5
N#CC1=C(N)Oc2cc(N)ccc2C1c1cc(Br)cs1 (stereo unspecified)	7	-10	0	-4	-2.1	.	-0.9	4	-4	103	.
CCN(CC)C(=O)CSc1nc2ccc(NC(=O)CSc3nnc(COc4ccccc4C)n3C)cc2s1	-8	.	13	0	1.8	-2.6	2.8	-16	-13	82	0.0
COc1cccc(C(=O)N2CCN(C(=O)c3cccs3)CC2)c1OC	9	-4	-2	0	2.8	-0.9	-1.9	10	-27	103	0.5
Cc1nc2ccc(NC(=O)N3CCOCC3)cc2nc1C	2	222	-3	46	1.1	1.9	-2.5	12	-10	.	-1.3
Cc1cc(C=O)c(C)n1-c1ccc(N2CCOCC2)cc1	-7	12	-3	7	1.4	1.2	-0.2	1	21	108	2.7
CN(C)C(CNC(=O)CCCN1C(=O)c2cccc3cccc(c23)C1=O)c1ccccc1 (stereo unspecified)	1	5	1	-2	0.4	-2.8	4.5	-32	-9	86	-0.1
CCN(CC)S(=O)(=O)c1ccc(Cl)c(C(=O)N2CCc3ccccc32)c1	-11	-6	7	8	3.0	0.9	0.7	-4	6	103	1.1
COC(=O)c1ccc(CNC(=O)c2ccc3c(c2)S(=O)(=O)N=C2CCCCCN23)cc1	-9	-2	6	16	0.4	-1.8	-3.1	12	-12	.	1.3
COc1ccccc1CNC(=O)C1CCN(Cc2nc(-c3cccc(Cl)c3)oc2C)CC1	-6	-8	-4	2	2.8	-1.6	-1.8	9	7	.	-0.8
Additional results
SMILES	PKA-R1A act	SUMO Mot1 rescue	Tat transport	Arrestin-AP2 inh	phage Ecoli inh	E coli growth	MOR-DOR ag	OPRM1-OPRD1 inv	PfHsp90 yeast 2	Pemphigus Ab inh	AddAB inh
O=C1c2ccccc2C(=O)N1c1cccnc1	1	32	3	19	0.9	-1.3	-2.6	16	-3	.	2.3
COC(=O)c1cc(S(=O)(=O)NCC2CCN(Cc3cccc(F)c3)CC2)c[nH]1	-9	89	-10	45	3.5	1.6	-1.3	7	9	101	-0.6
CN(C(=O)COC(=O)CNC(=O)c1ccc2ccccc2c1)c1c(N)n(Cc2ccccc2)c(=O)[nH]c1=O	-6	19	-9	0	2.2	2.2	-2.9	15	1	102	0.6
CCc1nc(N2CCN(Cc3ccc4c(c3)OCO4)CC2)c2oc3ccccc3c2n1	-3	25	29	-6	3.4	-0.3	0.6	-3	.	101	1.9
CCOC(=O)c1sc(NC(=O)Nc2ccc(Cl)cc2)nc1C	-2	-4	4	6	7.1	3.8	2.0	-12	.	.	4.6
CCOc1ccccc1NC(=O)CCS(=O)(=O)c1ccc(OC)cc1	0	-4	-6	4	2.6	-2.1	-1.4	7	10	102	1.3
Cn1c(SCC(=O)Nc2ccc3[nH]c(=O)[nH]c3c2)nnc1-c1ccccc1	1	-2	9	30	0.3	-0.1	-1.2	6	11	105	0.9
COc1ccccc1NS(=O)(=O)c1ccc(C)c(C(=O)Nc2cc(C)on2)c1	-4	11	-7	-3	0.1	-3.0	1.8	-9	-20	96	0.0
COc1ccc(N(CCC#N)S(=O)(=O)c2ccc(Cl)cc2)cc1	-4	11	2	9	0.6	0.2	-0.9	5	.	96	0.9
CCN(C(=O)COC(=O)CNC(=O)c1ccc(C)s1)c1ccccc1	13	-14	-5	18	1.5	-1.8	-3.9	20	-9	103	0.7
CCN(C(=O)c1cc2ccccc2oc1=O)c1cccc(C)c1	-8	385	0	-13	4.7	1.3	-2.0	11	0	98	1.4

Limited to PKA-R1A act (2 entries from above):
SMILES | PKA-R1A act
N#CC1=C(N)Oc2cc(N)ccc2C1c1cc(Br)cs1 (stereo unspecified) | 7
O=C(Nc1ccc2nc3n(c(=O)c2c1)CCCCC3)C(=O)N1CCN(c2ccccc2F)CC1 | -2
